# Bioassay records as filed in PubChem BioAssay.
# human PMI inhibition: MPI enzyme activity inhibition – biochemical, fluorescence intensity, coupled assay, primary screen (AID 1209); purified PMI enzyme, coupled fluorescence intensity; higher % means a stronger effect; inhibition, % at 20 µM, or IC50 in µM where a hit was titrated; hit rate 0.42% among 190,000;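 also: plate controls were DMSO vehicle for no effect and wells lacking substrate for full effect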
# AID2073: inhibitors of Mint1-CaV2.2 protein interaction, biochemical, HTRF (AID 2073); HTRF protein-protein interaction, Mint1-CaV2.2; higher % means a stronger effect; inhibition, % at 20 µM; hits with a dose series show IC50 in µM; hit rate 0.19% among 290,000; in the data active = inhibition mostly above about 51%, no sharp cut-off; also: some results filed as inactive read as strong as hits
# Dynein transport: dynein cargo transport inhibition. 3617.4 mouse cells, GR-EGFP nuclear translocation imaging; test concentration mostly 20 µM; stimulated with dexamethasone, 1 µM; stronger effect = lower value. z-score, hits read low. hit rate 0.47% among 220,000. AID 1381;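 active = plate z-score of nuclear minus cytoplasmic receptor signal below a set negative limit, without overly bright fluorescence or cell loss, cut at about -3.5 in these data, passing the limit was not always enough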;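 also: z-score of nuclear minus cytoplasmic ring GR-EGFP intensity difference per well; some compounds called inactive have numbers as strong as hits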
#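 Buffer or medium: tet-free, stripped-serum medium; Also added: dexamethasone, 1.0 µM final; Technique: high-content fluorescence imaging after fixation; Times: 48 h induction, 1 h compound, 30 min dex at 37 °C; Read-out: per-cell GR-EGFP intensity, nucleus versus surrounding cytoplasmic ring, well-averaged.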
# P. falciparum M1AAP: P. falciparum M1AAP inhibitors, biochemical, fluorogenic H-Leu-NHMec substrate, 1536-well (AID 1445) | recombinant M1AAP, H-Leu-NHMec fluorogenic kinetic assay; higher % means a stronger effect | hit rate 0.42% among 220,000 | one-dose inhibition, % at 30 µM; IC50 in µM for titrated hits;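 active = primary inhibition above the hit cutoff, then over 50% inhibition at one or more dose response concentrations, cut at about 23% in these data, passing the limit was not always enough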;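 also: plate controls were DMSO full reaction for no effect and no enzyme background for full effect; strong numbers were not always called active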
# LYP inhibition: PTPN22 lymphoid phosphatase activity blockers – biochemical, fluorescence intensity, uHTS (AID 1779); recombinant LYP phosphatase, fluorescence intensity; higher % means a stronger effect; one-dose inhibition, % at 11.5 µM; IC50 in µM for titrated hits; hit rate 0.054% among 290,000;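 also: plate controls were vehicle with enzyme for no effect and no enzyme for full effect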
# SIAH1 antagonists: blockers of Siah-1 interaction with plectin peptide – biochemical, fluorescence polarization, rhodamine-plectin, uHTS, primary screen (AID 1817); one-dose displacement, % at 20 µM; IC50 in µM for titrated hits; hit rate 0.02% among 290,000; Siah-1 / rhodamine-plectin peptide fluorescence polarization; higher % means a stronger effect;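 active = displacement of at least 50% at 20 µM, with a fluorescence ratio check between 0.3 and a set limit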;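 also: plate controls were Siah plus tracer with DMSO for no effect and tracer alone without Siah for full effect; strong numbers were not always called active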
# P. falciparum M17LAP: P. falciparum M17LAP inhibitors, primary screen, biochemical, fluorogenic H-Leu-NHMec substrate, 1536-well (AID 1619). recombinant M17LAP, H-Leu-NHMec fluorogenic kinetic assay; higher % means a stronger effect. inhibition, % at 30 µM; hits with a dose series show IC50 in µM. hit rate 0.38% among 220,000;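 active = compound inhibiting the enzyme by more than half at any dose during confirmatory dose-response retesting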;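 also: plate controls were full reaction with DMSO carrier for no effect and no enzyme background for full effect; strong numbers were not always called active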
# PMI inhibition: human PMI inhibitors, high substrate, primary screen, biochemical, fluorescence intensity, high mannose 6-phosphate (AID 1220) | hit rate 0.66% among 190,000 | recombinant PMI enzyme, coupled fluorescence intensity; higher % means a stronger effect | one-dose inhibition, % at 20 µM; IC50 in µM for titrated hits
# XIAP antagonists: small molecules displacing peptide from XIAP – biochemical, IAP family, fluorescence polarization (AID 1018). XIAP BIR domain, fluorescence polarization peptide displacement; higher % means a stronger effect. one-dose displacement, % at 20 µM; IC50 in µM for titrated hits. hit rate 0.007% among 200,000; in the data active = displacement above about 50%; also: a part of the inactive calls stands beside numbers as strong as those of hits
# Dynein transport cytoplasmic EGFP: second read-out of Dynein transport, no call of its own (marks repeat the call); z-score; measured here: cytoplasmic GR-EGFP intensity; stronger effect = higher value
# Dynein transport nuclear GR-EGFP: recorded beside Dynein transport, whose call it bears; z-score; measured here: nuclear GR-EGFP intensity;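 lower value marks the stronger effect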
# Dynein transport cell count: further read-out of Dynein transport, marked with its call; z-score; measured here: cell count per field
# An asterisk follows results filed as active; . = not tested or not shown. Rule as the data show it, unless noted: active = inhibition above about 50%; inactive = the rest. Rows were taken by chance, and some 2.1% of all compounds hit somewhere here.
entry	smiles	Dynein transport	human PMI inhibition	Dynein transport cytoplasmic EGFP	AID2073	Dynein transport cell count	Dynein transport nuclear GR-EGFP	P. falciparum M17LAP	XIAP antagonists	PMI inhibition	SIAH1 antagonists	LYP inhibition	P. falciparum M1AAP
1	COc1ccc(C(=O)Cn2nnc(-c3ccccc3NC(=O)C3CCCCC3)n2)cc1	0.17	9%	-0.11	3%	0.29	0.28	7%	-24%	2%	-1%	-1%	2%
2	Cc1ccc(C)c(N(CC(=O)NC2CCCC2)C(=O)c2oc(C(C)(C)C)cc2C)c1	0.19	14%	-0.3	2%	-0.22	0.32	-1%	-11%	13%	3%	12%	0%
3	O=C(NCc1ccccn1)c1n[nH]c2ccccc12	-0.99	5%	-0.26	17%	0.92	-0.38	-3%	-2.0%	7%	5%	-8%	1%
4	O=C(CCNC(=O)c1ccccc1)N/N=C/c1ccc([N+](=O)[O-])cc1	1.1	-6%	-0.3	8%	-0.61	0.8	-3%	-3.2%	-6%	2%	1%	11%
5	O=C(O)CC(C(=O)O)n1nc(-c2ccccc2)cc1-c1ccccc1 (stereo unspecified)	1.4	0%	-0.17	0%	-0.53	0.98	28%	-3.8%	-4%	3%	-6%	-9%
6	Cc1cn(Cc2ccccc2Cn2cc(C)c(=O)[nH]c2=O)c(=O)[nH]c1=O	-0.29	.	-0.12	10%	0.12	0.3	-1%	.	.	5%	-5%	0%
7	CCCC1C2C(=O)N(c3ccccc3OCC)C(=O)C2ON1c1ccccc1 (stereo unspecified)	0.24	9%	-0.013	-5%	-0.16	0.23	1%	-6.5%	6%	-1%	-2%	1%
8	Cc1ccc(C)c(NC(=O)CN(C)C(=O)CCN2C(=O)c3ccccc3C2=O)c1	0.32	9%	0.33	5%	0.092	0.35	8%	-3.0%	9%	7%	-4%	10%
9	CC(/C=C1\NC(=S)NC1=O)=C\c1ccccc1	0.56	.	1	-22%	-0.64	0.092	1%	.	.	-2%	1%	16%
10	O=S(=O)(NCc1ccccn1)c1cc(C(F)(F)F)ccc1Cl	4.2	-15%	0.019	-8%	-3.3	1.2	-2%	-8.6%	-9%	-8%	-9%	-5%
11	Cc1noc(C)c1COC(=O)Cc1ccc(Br)cc1	-1.5	-6%	-0.16	-3%	0.85	-0.79	-6%	-16%	0%	-5%	-7%	4%
12	COc1ccc(NC(=O)Cn2c(C)cc(=O)c3cccc(OC)c32)cc1	.	-4%	.	11%	.	.	.	-4.8%	-4%	-1%	-11%	.
13	Cc1ccc(-c2csc(NC(=O)c3ccc4c(=O)n5c(nc4c3)CCCCC5)n2)cc1	-0.79	8%	-0.22	21%	0.22	-0.38	8%	-2.7%	-2%	4%	10%	5%
14	O=C1CNC(=S)N1CCc1ccccc1Cl	-0.5	.	-0.22	-7%	0.15	0.16	0%	.	.	5%	-6%	1%
15	CC1CCN(C(=O)Cn2cc(C(=O)c3ccco3)c3ccccc32)CC1	-0.19	-16%	-0.21	12%	1	-0.18	27%	-3.3%	-13%	-6%	-4%	7%
16	CCC(C)NCC(O)COCc1ccc(Cl)cc1 (stereo unspecified)	-0.51	10%	-0.23	-2%	0.34	-0.27	3%	-2.2%	5%	4%	7%	-6%
17	N#C/C(=C\c1c[nH]c2ccccc12)c1nnc2n1CCCCC2	0.22	4%	-0.16	-3%	-0.6	0.00022	19%	-1.9%	-6%	7%	-8%	17%
18	O=S(=O)(c1ccccc1)c1nc(-c2ccccc2)oc1N1CCOCC1	1.1	-22%	0.11	5%	-1	0.85	-2%	-2.3%	-6%	6%	-4%	7%
19	COc1cccc(NC(=S)Nc2ccc(Br)cc2Cl)c1	0.53	.	-0.28	4%	0.97	0.022	-5%	.	.	2%	-3%	4%
20	CN1CCN(C(=O)/C=C/c2ccc([N+](=O)[O-])o2)CC1	-1.6	.	0.088	22%	-0.9	-0.23	4%	.	.	4%	-3%	6%
21	O=C(COc1ccc(Cl)cc1)NCCc1ccccn1	-0.87	6%	-0.25	-9%	-0.55	0.28	2%	-6.9%	8%	-3%	-9%	-3%
22	Cc1cccc(C(=O)OCC(=O)Nc2nccs2)c1	1.5	11%	-0.2	-6%	-0.14	1	2%	-3.1%	0%	-3%	-4%	10%
23	COCCCNC(=O)CCc1ccccc1	1.1	-4%	-0.007	-7%	-1.8	1.6	1%	-2.7%	-10%	-1%	1%	-5%
24	O=C(CNc1cccc2ccccc12)N/N=C/c1ccc([N+](=O)[O-])cc1	-0.43	18%	-0.21	-17%	0.31	-0.16	14%	-2.3%	18%	2%	-8%	10%
25	Cc1ccc(-c2ccc(/C=N\NC(=O)c3cc4c(ccc5ccccc54)o3)o2)cc1[N+](=O)[O-]	0.89	-4%	-0.097	4%	-1.3	1.4	6%	-8.9%	-12%	1%	-7%	2%
26	COc1ccc(N(C)C(=O)c2cc3c(Cl)nc4ccccc4c3s2)cc1	-0.72	21%	-0.18	20%	-0.4	-0.5	-29%	-2.0%	15%	-4%	4%	1%
27	O=C(CC1SCCNC1=O)Nc1cccc(Cl)c1 (stereo unspecified)	-0.41	3%	-0.17	-2%	0.12	0.18	40%	0.8%	4%	3%	-8%	2%
28	C/C(=N\NC(=S)NCc1ccccc1)c1ccco1	-1.2	17%	-0.087	-4%	0.2	-0.6	-1%	-6.6%	11%	2%	-4%	1%
29	O=C(c1cccs1)N1CCN(Cc2ccccc2)CC1	-0.14	-18%	-0.28	-7%	-0.13	-0.33	6%	-3.5%	-13%	11%	-9%	-3%
30	Cc1cc(C)nc(NC2=NCC(=O)N2c2cccc(Cl)c2)n1	-0.21	8%	-0.089	13%	0.21	0.26	5%	-2.4%	1%	-1%	-6%	2%
31	Cc1c(NC(=O)C(C)Sc2n[nH]c(N)n2)c(=O)n(-c2ccccc2)n1C (stereo unspecified)	0.64	-8%	0.036	2%	-0.78	0.37	4%	-4.4%	-19%	-4%	-5%	-1%
32	Cc1ccc(CCNC(=O)C2CCCN(S(=O)(=O)c3c(C)nn(C)c3C)C2)cc1 (stereo unspecified)	-0.49	-2%	-0.14	0%	-0.24	-0.18	12%	0.3%	-3%	5%	-12%	9%
33	CN=C1C([N+](=O)[O-])=CC=C2C1=NC1(CCCCC1)N2O	0.9	71%*	-0.16	3%	-1.3	0.68	6%	-2.2%	.	-8%	-3%	5%
34	Cc1ccnc(NC2OC(=O)c3ccccc32)c1 (stereo unspecified)	0.22	1%	-0.048	3%	0.48	0.33	4%	-5.8%	-6%	-2%	-10%	2%
35	Cc1ccc2cc(C#N)c(N3CCN(C)CC3)nc2c1	0.54	-20%	-0.22	-6%	0.38	0.12	-2%	-0.7%	-23%	13%	2%	3%
36	CCOc1cc(C2C3=C(CCCC3=O)Nc3ccc4ncccc4c32)ccc1O (stereo unspecified)	-0.98	-10%	-0.24	-21%	0.72	-0.56	-2%	-1.8%	35%	-6%	-1%	4%
37	Nc1nc(-c2cccnc2)nn1C(=O)c1ccc(F)cc1	-0.35	-3%	-0.28	-15%	0.43	-0.027	0%	-4.0%	-7%	-2%	-1%	5%
38	CC(=O)c1c(C)nn(-c2ccccc2)c1C	-0.33	.	-0.24	6%	0.11	-0.43	-11%	.	.	3%	2%	2%
39	Cn1ccnc1C1CCCCN1C(=O)c1cc(COc2ccc(F)cc2Cl)on1 (stereo unspecified)	-1.7	2%	-0.37	1%	2.3	-1.2	-2%	1.0%	-4%	3%	-2%	2%
40	COc1cc(C2C(C#N)=C(N)Oc3cc(N)ccc32)cc(OC)c1OC (stereo unspecified)	-0.24	6%	-0.035	0%	-0.011	0.14	-9%	-10%	35%	-4%	-1%	7%
41	O=C(CN(C1CCCCC1)C1CCCCC1)N1CCc2ccccc2C1	-0.62	17%	-0.12	-2%	0.4	-0.31	1%	-6.4%	8%	4%	-6%	-3%
42	O=C(CCn1cnc(-c2ccccc2)c1-c1ccccc1)N/N=C/c1ccccc1O	0.76	2%	-0.28	14%	-0.064	0.66	-2%	-4.8%	5%	5%	1%	10%
43	O=C1CSC(c2cccc([N+](=O)[O-])c2)N1c1ccc(O)cc1 (stereo unspecified)	-0.46	0%	-0.31	1%	-0.0029	0.13	6%	-7.2%	-1%	6%	-7%	10%
44	O=C(NC1CCC(O)CC1)c1ccc(S(=O)(=O)NCc2ccco2)cc1 (stereo unspecified)	0.24	1%	-0.18	12%	0.49	0.48	-4%	-5.7%	3%	0%	-12%	12%

# In the list so far, 6 have a furan ring, fused or not:
entry	smiles	Dynein transport	human PMI inhibition	Dynein transport cytoplasmic EGFP	AID2073	Dynein transport cell count	Dynein transport nuclear GR-EGFP	P. falciparum M17LAP	XIAP antagonists	PMI inhibition	SIAH1 antagonists	LYP inhibition	P. falciparum M1AAP
2	Cc1ccc(C)c(N(CC(=O)NC2CCCC2)C(=O)c2oc(C(C)(C)C)cc2C)c1	0.19	14%	-0.3	2%	-0.22	0.32	-1%	-11%	13%	3%	12%	0%
15	CC1CCN(C(=O)Cn2cc(C(=O)c3ccco3)c3ccccc32)CC1	-0.19	-16%	-0.21	12%	1	-0.18	27%	-3.3%	-13%	-6%	-4%	7%
20	CN1CCN(C(=O)/C=C/c2ccc([N+](=O)[O-])o2)CC1	-1.6	.	0.088	22%	-0.9	-0.23	4%	.	.	4%	-3%	6%
25	Cc1ccc(-c2ccc(/C=N\NC(=O)c3cc4c(ccc5ccccc54)o3)o2)cc1[N+](=O)[O-]	0.89	-4%	-0.097	4%	-1.3	1.4	6%	-8.9%	-12%	1%	-7%	2%
28	C/C(=N\NC(=S)NCc1ccccc1)c1ccco1	-1.2	17%	-0.087	-4%	0.2	-0.6	-1%	-6.6%	11%	2%	-4%	1%
44	O=C(NC1CCC(O)CC1)c1ccc(S(=O)(=O)NCc2ccco2)cc1 (stereo unspecified)	0.24	1%	-0.18	12%	0.49	0.48	-4%	-5.7%	3%	0%	-12%	12%

# Part of the list above, with values under each structure:
# Sequence of screens – Dynein transport, human PMI inhibition, Dynein transport cytoplasmic EGFP, AID2073, Dynein transport cell count, Dynein transport nuclear GR-EGFP, P. falciparum M17LAP, XIAP antagonists, PMI inhibition, SIAH1 antagonists, LYP inhibition, P. falciparum M1AAP
[42] O=C(CCn1cnc(-c2ccccc2)c1-c1ccccc1)N/N=C/c1ccccc1O
    0.76, 2%, -0.28, 14%, -0.064, 0.66, -2%, -4.8%, 5%, 5%, 1%, 10%
[43] O=C1CSC(c2cccc([N+](=O)[O-])c2)N1c1ccc(O)cc1 (stereo unspecified)
    -0.46, 0%, -0.31, 1%, -0.0029, 0.13, 6%, -7.2%, -1%, 6%, -7%, 10%
